phage Ecoli inh: growth loss of phage-infected E. coli, primary screen, RecBCD inhibitor project, absorbance, with phage, HTS; inhibition, % at 11.9 µM; 0.26% of 360,000 active; AID 651602, 2012; in the data active = inhibition above about 11%
CDK5 p35 inh: inhibitors of human CDK5/p35 kinase, primary screen, biochemical, single concentration; Recombinant CDK5/p35, ADP-Glo luminescence, 60 min; inhibition, % at 10 µM; 0.01% of 330,000 active; AID 488839, 2010;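 active = highest replicate inhibition of at least 50% and at least 75% of replicates reaching 50%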;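 also: plate controls were DMSO neutral control for no effect and GW8510 at 10 µM for full effect; many of its hits are not listed in these tables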
HTR5A ag: HTR5A agonists in luminescence cell assay, primary screen, counter-screen for OPRM1-OPRD1 heterodimer agonist project, full-deck HTS; cell-based; 0.61% of 340,000 active; 5-hydroxytryptamine receptor 5A (Homo sapiens), P47898; AID 504692, 2011; activation, % at 9.3 µM; in the data active = activation mostly above about 9.5%, no sharp cut-off; inactive = mostly below about 7.6%;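 also: 0% = cells with vehicle only and 100% = reference agonist; strong numbers were not always called active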
Target sequence (P47898 whole entry, looked up): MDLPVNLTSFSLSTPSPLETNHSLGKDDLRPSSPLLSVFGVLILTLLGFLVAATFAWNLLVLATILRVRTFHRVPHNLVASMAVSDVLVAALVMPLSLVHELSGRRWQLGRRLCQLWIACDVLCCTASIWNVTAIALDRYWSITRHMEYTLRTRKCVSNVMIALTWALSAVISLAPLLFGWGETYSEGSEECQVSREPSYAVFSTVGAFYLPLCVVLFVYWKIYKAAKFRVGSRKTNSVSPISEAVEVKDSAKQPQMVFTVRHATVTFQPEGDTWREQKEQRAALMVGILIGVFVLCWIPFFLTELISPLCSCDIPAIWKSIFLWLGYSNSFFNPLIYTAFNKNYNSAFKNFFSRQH
Tat transport: E. coli Tat export inhibitors, primary screen, MC4100, TorA-mCherry reporter, fluorescence, single point; AID 488895, 2010; inhibition, % at 10 µM; 0.036% of 340,000 active;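 active = mean replicate inhibition at least 50% and at least half of replicates individually reaching 50%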;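 also: exported cargo escapes ClpAP degradation while cytoplasmic cargo is degraded and loses fluorescence; 0% = median of neutral control wells and 100% = median of NaSCN control wells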
PKA-R1A activ: activators of PKA-R1A holoenzyme, primary screen, biochemical, fluorescence polarization, Cy5-IP20, bovine R1A, mouse PKAc | AID 504707, 2011 | 0.083% of 340,000 active | PKA-R1A dissociation; scaled: DMSO 0%, 113 µM cGMP 100% | activation, % at 11.4 µM | cAMP-dependent protein kinase type I-alpha regulatory subunit (Bos taurus) + …;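 active = percent activation above the mean of all tested compounds plus 3 SD, cut at about 19% in these data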;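 also: higher means more PKAc released from R1A so a rise in polarization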
Mot1-301 SUMO: yeast Mot1-301 growth rescue at high temperature, primary screen, SUMOylation pathway inhibitor project, S. cerevisiae, ATP luminescence, 38.5C; AID 2716, 2010; 1% of 320,000 active; S. cerevisiae Mot1-301 growth rescue; percent above DMSO median, 100 means doubled; growth rescue, % at 18.8 µM;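 active = every valid replicate shows activation above 250% relative to neutral control wells; inactive = the rest, any valid replicate at or below 250%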;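 also: OY570 slx delta 5 strain wells were the positive control but not used for scaling; some compounds called inactive have numbers as strong as hits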
DAGLB inhibitor: DAGLB lipase inhibitors, primary screen, biochemical, fluorescence, HTS | AID 504411, 2011 | HEK293T DAGLB membrane lysate, EnzChek fluorogenic substrate | 0.059% of 340,000 active | inhibition, % at 5.17 µM; in the data active = inhibition above about 34%;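 also: 0% = enzyme with vehicle and 100% = wells lacking enzyme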
Target sequence (Q8NCG7 whole entry, looked up): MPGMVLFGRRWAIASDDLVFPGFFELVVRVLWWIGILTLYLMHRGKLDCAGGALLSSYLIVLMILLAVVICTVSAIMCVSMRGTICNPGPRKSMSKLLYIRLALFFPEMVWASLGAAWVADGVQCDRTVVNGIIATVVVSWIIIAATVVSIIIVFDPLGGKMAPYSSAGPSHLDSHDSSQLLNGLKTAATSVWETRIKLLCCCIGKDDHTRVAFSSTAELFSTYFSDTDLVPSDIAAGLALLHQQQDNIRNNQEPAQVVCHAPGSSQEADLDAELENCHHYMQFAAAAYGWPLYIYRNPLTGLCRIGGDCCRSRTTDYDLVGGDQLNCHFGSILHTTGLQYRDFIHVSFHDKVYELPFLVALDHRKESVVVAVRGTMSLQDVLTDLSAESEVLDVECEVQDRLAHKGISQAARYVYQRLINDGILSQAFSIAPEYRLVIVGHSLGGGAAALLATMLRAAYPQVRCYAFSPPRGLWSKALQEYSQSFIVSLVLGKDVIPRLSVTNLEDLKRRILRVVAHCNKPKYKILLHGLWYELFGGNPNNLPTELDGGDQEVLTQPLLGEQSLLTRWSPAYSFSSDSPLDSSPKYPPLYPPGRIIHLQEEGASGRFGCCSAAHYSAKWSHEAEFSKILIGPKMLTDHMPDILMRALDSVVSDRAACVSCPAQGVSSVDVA
Ecoli viability: E. coli V3065 growth inhibition, primary screen, counter-screen for AddAB inhibitor project, absorbance, OD600; 18 h; inhibition, % at 11.9 µM; 0.27% of 330,000 active; AID 449728, 2010;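 active = inhibition above the campaign's mean inhibition across all tested compounds plus 3 SD, cut at about 9.9% in these data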;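 also: uninfected addAB+ strain grown without phage in ampicillin broth; 0% = DMSO wells and 100% = ciprofloxacin 0.95 µg/ml wells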
AddAB inh: growth inhibition of E. coli expressing H. pylori AddAB, primary screen, AddAB inhibitor project, absorbance; inhibition, % at 11.9 µM; 0.29% of 330,000 active; in the data active = inhibition above about 12%;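 also: 0% = vehicle wells of infected cells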
PKA-R2B act: activators of PKA-R2B holoenzyme, primary screen, biochemical, fluorescence polarization, Cy5-IP20, human; cAMP-dependent protein kinase catalytic subunit beta (Homo sapiens) + cAMP-dependent …; PKA-R2B holoenzyme dissociation; R2B truncated from residue 108, S112A mutant; 0% DMSO only, 100% 113 µM cGMP; activation, % at 11.4 µM; 0.079% of 340,000 active;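 active = activation above a cutoff set at the mean over all compounds plus 3 SD, cut at about 18% in these data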;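 also: higher means more holoenzyme dissociation and a rise in polarization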
HTR5A inv ctr: HTR5A inverse agonists in luminescence cell assay, primary screen, counter-screen for OPRM1-OPRD1 heterodimer inverse agonist project, full-deck HTS. 5-hydroxytryptamine receptor 5A (Homo sapiens), P47898. HTR5A cell line, inverse agonism. inhibition, % at 9.3 µM. 0.083% of 340,000 active; in the data active = inhibition mostly above about 23%, no sharp cut-off; inactive = mostly below about 18%;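 also: 0% = cells with DMSO and 100% = no-cell wells with DMSO; some compounds called inactive have numbers as strong as hits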
Numbers without * were called inactive. Hits appear at their usual frequency; about 2.3% have a hit in one of these screens.

How did CC1Cc2cc(/C(O)=C3\C(=O)C(=O)N(CCN(C)C)C3c3ccccc3F)ccc2O1 (stereo unspecified) do in these assays?
phage Ecoli inh: 1.2; CDK5 p35 inh: -0.3; HTR5A ag: -3.0; Tat transport: 3.6; PKA-R1A activ: 1.8; Mot1-301 SUMO: 27.7; DAGLB inhibitor: -1.9; Ecoli viability: -0.7; AddAB inh: 2.2; PKA-R2B act: -7.8; HTR5A inv ctr: 20.8

What do the screens show for `COc1ccc(CC(=O)NNC(=S)NC(=O)c2cccnc2)cc1`?
phage Ecoli inh: 3.2; CDK5 p35 inh: -2.9; HTR5A ag: -2.5; Tat transport: -12.4; PKA-R1A activ: 3.9; Mot1-301 SUMO: 6.8; DAGLB inhibitor: -5.4; Ecoli viability: -1.5; AddAB inh: 0.5; PKA-R2B act: 8.9; HTR5A inv ctr: -9.7

What do the screens show for `O=C(O)CNc1ncccc1[N+](=O)[O-]`?
phage Ecoli inh: 4.0; CDK5 p35 inh: 0.7; HTR5A ag: -0.1; Tat transport: -7.8; PKA-R1A activ: 2.7; Mot1-301 SUMO: -8.8; DAGLB inhibitor: -0.5; Ecoli viability: 2.1; AddAB inh: 5.7; PKA-R2B act: -7.1; HTR5A inv ctr: 1.8

Results for COc1ccc2cc(N=Cc3nc(-c4ccc(C)cc4)oc3O)cnc2c1 ?
phage Ecoli inh: 2.1; CDK5 p35 inh: 0.2; HTR5A ag: 4.1; Tat transport: -3.5; PKA-R1A activ: -11.5; Mot1-301 SUMO: 16.4; DAGLB inhibitor: -0.8; Ecoli viability: 1.9; AddAB inh: 2.5; PKA-R2B act: -3.4; HTR5A inv ctr: -11.3

What do the screens show for `Cc1cc(C)n(CCC(=O)N/N=C/c2ccc(Br)c([N+](=O)[O-])c2)n1`?
phage Ecoli inh: 0.9; CDK5 p35 inh: -1.8; HTR5A ag: 2.1; Tat transport: 1.6; PKA-R1A activ: 5.3; Mot1-301 SUMO: 104.6; DAGLB inhibitor: 2.9; Ecoli viability: 1.5; AddAB inh: -1.0; PKA-R2B act: -3.6; HTR5A inv ctr: -6.5

What do the screens show for `O=c1oc2cc(OCc3c(F)cccc3Cl)ccc2cc1-c1ccccn1`?
phage Ecoli inh: 1.3; CDK5 p35 inh: -0.8; HTR5A ag: -0.6; Tat transport: -6.8; PKA-R1A activ: -8.3; Mot1-301 SUMO: 265.1; DAGLB inhibitor: 2.1; Ecoli viability: 0.2; AddAB inh: 2.1; PKA-R2B act: -11.1; HTR5A inv ctr: 0.7

Results for Cc1cc(C)nc(NC(N)=NCCc2c[nH]c3ccccc23)n1 ?
phage Ecoli inh: 6.2; CDK5 p35 inh: -3.2; HTR5A ag: 4.7; Tat transport: 6.2; PKA-R1A activ: -1.1; Mot1-301 SUMO: -5.6; DAGLB inhibitor: -1.1; Ecoli viability: -1.7; AddAB inh: 1.8; PKA-R2B act: -9.4; HTR5A inv ctr: -12.8

How did COc1cc(OC)c(NC(=O)CCCn2c(=O)oc3ccccc32)cc1Cl do in these assays?
phage Ecoli inh: 2.6; CDK5 p35 inh: 0.7; HTR5A ag: 2.8; Tat transport: -6.1; PKA-R1A activ: -8.3; Mot1-301 SUMO: -9.5; DAGLB inhibitor: -4.8; Ecoli viability: 0.6; AddAB inh: 4.9; PKA-R2B act: 2.5; HTR5A inv ctr: -35.9

How did CCOC(=O)CN1C(=O)CSc2ccc(S(=O)(=O)N3CCOCC3)cc21 do in these assays?
phage Ecoli inh: 5.0; CDK5 p35 inh: 1.4; HTR5A ag: -3.5; Tat transport: -1.8; PKA-R1A activ: -2.6; Mot1-301 SUMO: 2.7; DAGLB inhibitor: -0.9; Ecoli viability: -0.1; AddAB inh: 4.4; PKA-R2B act: -3.5; HTR5A inv ctr: 9.0

Results for NS(=O)(=O)c1ccc(NC(=S)NCc2cccc(Cl)c2)cc1 ?
phage Ecoli inh: 3.1; CDK5 p35 inh: 2.3; HTR5A ag: -5.3; Tat transport: 8.2; PKA-R1A activ: 4.7; Mot1-301 SUMO: -3.6; DAGLB inhibitor: 0.5; Ecoli viability: 0.5; AddAB inh: 0.4; PKA-R2B act: -2.6; HTR5A inv ctr: 13.3

Results for Cc1ccc(-n2nnnc2SCC(=O)N2CCc3ccccc3C2)cc1 ?
phage Ecoli inh: 1.9; CDK5 p35 inh: -7.1; HTR5A ag: 0.2; Tat transport: 17.1; PKA-R1A activ: -1.2; DAGLB inhibitor: -1.6; Ecoli viability: -0.5; AddAB inh: -0.2; PKA-R2B act: -6.8; HTR5A inv ctr: -0.7

How did Cc1ccc(-n2c(CSc3nc(C)cc(C)n3)nnc2SCC(=O)N2CCCC2)cc1 do in these assays?
phage Ecoli inh: 2.5; CDK5 p35 inh: -0.2; HTR5A ag: -3.8; Tat transport: -1.3; PKA-R1A activ: -5.2; Mot1-301 SUMO: -0.8; DAGLB inhibitor: -0.9; Ecoli viability: 1.9; AddAB inh: 0.9; PKA-R2B act: 5.8; HTR5A inv ctr: -0.2

What do the screens show for `N#CCCNc1ccc(OCCC#N)cc1`?
phage Ecoli inh: 0.2; CDK5 p35 inh: -1.3; HTR5A ag: -4.5; Tat transport: 2.3; PKA-R1A activ: -5.9; Mot1-301 SUMO: 3.8; DAGLB inhibitor: -0.3; Ecoli viability: 0.4; AddAB inh: -0.2; PKA-R2B act: -3.9; HTR5A inv ctr: -15.3

Results for C#CCN1C=CC(=O)[C@@H](OC(=O)Nc2ccc(Br)cc2)[C@H]1c1ccccc1Br ?
phage Ecoli inh: 0.2; CDK5 p35 inh: -0.8; HTR5A ag: -2.4; Tat transport: 5.5; PKA-R1A activ: 1.2; DAGLB inhibitor: 0.6; PKA-R2B act: 3.4; HTR5A inv ctr: 8.1

How did C/C(=N\NC(=O)C1CCCC1)c1ccc(Cl)c(Cl)c1 do in these assays?
phage Ecoli inh: 2.0; CDK5 p35 inh: -0.5; HTR5A ag: 5.8; Tat transport: 0.1; PKA-R1A activ: -2.9; Mot1-301 SUMO: 0.0; DAGLB inhibitor: -0.7; PKA-R2B act: -3.0; HTR5A inv ctr: -14.8

What do the screens show for `CCOC(=O)N1CCN(C(=O)C2CCC(=O)N2C(C)C)CC1` (stereo unspecified)?
phage Ecoli inh: 0.6; CDK5 p35 inh: 0.4; HTR5A ag: 4.9; Tat transport: 4.8; PKA-R1A activ: 3.9; Mot1-301 SUMO: -3.7; DAGLB inhibitor: -0.4; Ecoli viability: -1.4; AddAB inh: -0.6; PKA-R2B act: 5.6; HTR5A inv ctr: 0.7

Results for CN(c1ccccc1)S(=O)(=O)c1ccc(NC(=O)c2nc(S(C)(=O)=O)ncc2Cl)cc1 ?
phage Ecoli inh: -0.2; CDK5 p35 inh: -0.8; HTR5A ag: -5.0; Tat transport: -5.2; PKA-R1A activ: -4.5; Mot1-301 SUMO: 21.0; DAGLB inhibitor: -0.4; Ecoli viability: -1.8; AddAB inh: -0.5; PKA-R2B act: 3.0; HTR5A inv ctr: 18.6

Results for COc1cccc(C(=O)CSc2nc3ccccc3n2CC(=O)N(C(C)C)C(C)C)c1 ?
phage Ecoli inh: 2.1; CDK5 p35 inh: 1.1; Tat transport: -17.8; PKA-R1A activ: -0.9; Mot1-301 SUMO: -14.7; DAGLB inhibitor: -0.3; Ecoli viability: 0.0; AddAB inh: -2.0; PKA-R2B act: 0.2

What do the screens show for `O=C(NC1(C(F)(F)F)NC(=O)N(Cc2ccccc2)C1=O)c1cccs1` (stereo unspecified)?
phage Ecoli inh: 2.9; CDK5 p35 inh: -0.8; HTR5A ag: -1.7; Tat transport: -3.6; PKA-R1A activ: -9.7; Mot1-301 SUMO: 1.0; DAGLB inhibitor: -2.3; Ecoli viability: -0.4; AddAB inh: 3.9; PKA-R2B act: 4.9; HTR5A inv ctr: 14.5

Results for COc1cc(OC)cc(C(=O)NC2CC3CCC(C2)N3C)c1 (stereo unspecified) ?
phage Ecoli inh: 1.6; CDK5 p35 inh: 1.3; HTR5A ag: 0.6; Tat transport: 5.3; PKA-R1A activ: -11.3; Mot1-301 SUMO: -15.1; DAGLB inhibitor: -4.5; Ecoli viability: 0.0; AddAB inh: 2.9; PKA-R2B act: -3.1; HTR5A inv ctr: -1.4

What do the screens show for `CCc1ccccc1NC(=S)N1CCN(c2ccccc2F)CC1`?
phage Ecoli inh: -1.3; CDK5 p35 inh: -0.8; HTR5A ag: 3.0; Tat transport: 6.5; PKA-R1A activ: -3.4; Mot1-301 SUMO: 24.8; DAGLB inhibitor: -13.0; Ecoli viability: 1.0; AddAB inh: -0.2; PKA-R2B act: 0.7; HTR5A inv ctr: -11.1

What do the screens show for `O=C(O)c1ccccc1C(=O)NCC(O)COc1ccc(Cl)cc1` (stereo unspecified)?
phage Ecoli inh: 4.0; CDK5 p35 inh: -3.5; HTR5A ag: -2.2; Tat transport: 0.5; PKA-R1A activ: -3.6; Mot1-301 SUMO: 8.0; DAGLB inhibitor: -2.1; Ecoli viability: 1.8; AddAB inh: 2.9; PKA-R2B act: -2.4; HTR5A inv ctr: 2.4

How did Cc1c(N=C2NC(=O)C(CC(=O)Nc3ccccc3)S2)c(=O)n(-c2ccccc2)n1C (stereo unspecified) do in these assays?
phage Ecoli inh: 2.5; CDK5 p35 inh: 0.0; HTR5A ag: 2.8; Tat transport: -4.0; PKA-R1A activ: 3.3; Mot1-301 SUMO: -3.9; DAGLB inhibitor: 0.1; Ecoli viability: 1.5; AddAB inh: -0.4; PKA-R2B act: 10.6; HTR5A inv ctr: -24.1

How did COc1ccc(OC)c(S(=O)(=O)N/N=C\c2c[nH]c3ccccc23)c1 do in these assays?
phage Ecoli inh: 2.6; CDK5 p35 inh: -0.2; HTR5A ag: 1.9; Tat transport: -4.8; PKA-R1A activ: 1.1; Mot1-301 SUMO: -1.7; DAGLB inhibitor: -2.3; PKA-R2B act: 2.0; HTR5A inv ctr: 3.8

How did COc1cccc(COc2nc3c(c(=O)n(C)c(=O)n3C)n2C)c1 do in these assays?
phage Ecoli inh: -0.8; CDK5 p35 inh: 0.6; HTR5A ag: -1.2; Tat transport: -7.2; PKA-R1A activ: -3.8; Mot1-301 SUMO: -14.3; DAGLB inhibitor: 0.6; Ecoli viability: 0.4; AddAB inh: 1.3; PKA-R2B act: 9.3; HTR5A inv ctr: -20.3

Results for COc1ccc(S(=O)(=O)N2CCC(C(=O)NCC(c3cccs3)N(C)C)CC2)cc1 (stereo unspecified) ?
phage Ecoli inh: 1.3; CDK5 p35 inh: 0.1; HTR5A ag: 0.0; Tat transport: -7.2; PKA-R1A activ: 5.7; Mot1-301 SUMO: -6.3; DAGLB inhibitor: -1.0; Ecoli viability: 3.2; AddAB inh: 0.6; PKA-R2B act: 1.3; HTR5A inv ctr: 2.9
